Screening data as filed in PubChem BioAssay.
NFkB transloc pot = enhances IL-1B driven NFkB nuclear translocation | HUVEC IL-1B NFkB p65 nuclear translocation imaging | activation, % at 2 µM | 94,000 compounds, 0.3% hits | AID 819;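 active means activation above 40%, about the mean plus 3 SD, also judged a hit on visual image review; inconclusive means activation above 40% but not a hit on visual review; inactive means activation not above 40% and no visual hit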;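 further: percent activation is computed from the nuclear over cytoplasmic p65 intensity ratio; values of inactives mirror those of a sister screen read the other way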
PLAP inhibitors HTS = inhibition of human placental alkaline phosphatase – biochemical, luminescence, HTS (AID 690); purified PLAP, luminescent substrate; higher % means a stronger effect; inhibition, % at 20 µM, or IC50 in µM where a hit was titrated; 96,000 compounds, 0.08% hits; in the data active means a potency from the dose series; inactive means the rest, 99 in 100 with inhibition below about 30%; further: strong numbers were not always called active
IL1B NFkB inh = blocks IL-1B driven NFkB nuclear translocation in HUVEC cells. HUVEC IL-1B NFkB p65 nuclear translocation imaging. inhibition, % at 2 µM. 94,000 compounds, 0.43% hits;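 active means inhibition above about 30% together with a positive call from visual inspection of the well image, limit read from the data; inconclusive means inhibition above a set limit but visual check negative; inactive means inhibition not above a set limit, visual check negative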;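 further: nuclear over cytoplasmic p65 intensity ratio measured by imaging; 0% = IL-1B stimulated DMSO wells and 100% = unstimulated DMSO wells; values of inactives mirror those of a sister screen read the other way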
Bcl-B TR3 displacers = displacers of TR3 peptide from Bcl-B, primary screen, selectivity assay for Bfl-1 inhibitor project, biochemical, fluorescence polarization; FP displacement of FITC-TR3 peptide from Bcl-B; higher % means a stronger effect; one-dose displacement, % at 20 µM; IC50 in µM for titrated hits; 96,000 compounds, 0.11% hits; AID 748;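 active means displacement above 50% at 20 µM plus a fluorescence interference ratio under 1.5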;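 further: plate controls were wells without compound for no effect and wells lacking Bcl-B protein for full effect; a part of the inactive calls stands beside numbers as strong as those of hits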
MRP resist rev = MRP-mediated drug resistance reversal | 85,000 compounds, 0.04% hits | differential viability (reversal), % at 10 µM | H69AR cells + 2 uM doxorubicin, CellTiter-Glo, 72 h;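 active means viability drop by adding the cancer drug above about 55%, with treated viability meeting a 40% cutoff, limit read from the data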;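 further: viability without doxorubicin minus viability with 2 µM doxorubicin for each compound; larger differential means the compound sensitizes cells more to doxorubicin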
MRP resist rev cytotoxicity = further read-out of MRP resist rev, marked with its call; viability, %; H69AR cells, CellTiter-Glo, 72 h; measured here: cytotoxicity without doxorubicin
MRP resist rev with doxorubicin = recorded beside MRP resist rev, whose call it bears; viability, %; measured here: viability with 2 uM doxorubicin; stronger effect = lower value
IL1B NFkB inh cell count 2 µM = recorded beside IL1B NFkB inh, whose call it bears; cell count; measured here: cells passing quality filter;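 raw number of nuclei counted in each imaged well without normalization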
NFkB transloc pot cell count 2 µM = also measured in NFkB transloc pot; calls as there; cell count; measured here: cells passing quality filter
* = called active by the depositor; ? = inconclusive; nt = not tested or not shown.

SMILES | NFkB transloc pot | NFkB transloc pot cell count 2 µM | PLAP inhibitors HTS | IL1B NFkB inh | IL1B NFkB inh cell count 2 µM | Bcl-B TR3 displacers | MRP resist rev | MRP resist rev cytotoxicity | MRP resist rev with doxorubicin
Cc1nccn1S(=O)(=O)c1ccc(Br)cc1Br | 26 | 184 | -1% | -26 | 184 | -3% | -1 | 94 | 95
Nc1nnc(-c2cn(-c3ccccc3)nc2-c2ccccc2)o1 | 16 | 104 | 17% | -16 | 104 | -2% | nt | nt | nt
Cn1c(N2CCCCC2)cc(=O)n(C)c1=O | nt | nt | -2% | nt | nt | -14% | 3 | 93 | 90
CSc1nc(NC(C)(C)C)nc(N2CCOCC2)n1 | 30 | 114 | nt | -30 | 114 | nt | 15 | 84 | 69
Cc1ccccc1OCC(=O)Nc1ccc2c(c1)COC2=O | -7 | 162 | 9% | 7 | 162 | -8% | 21 | 103 | 82
CCN(C(=O)CSc1nnnn1-c1cc(C)ccc1OC)C1CCS(=O)(=O)C1 (configuration not stated) | nt | nt | -44% | nt | nt | 4% | -14 | 76 | 89
COc1ccc(O)c(C(=O)c2cnc3onc(C)c3c2)c1 | 11 | 199 | -12% | -11 | 199 | -54% | -13 | 87 | 100
CC(CCc1ccco1)NC(=O)c1cc2c(-c3ccccc3F)nn(C)c2s1 (configuration not stated) | -5 | 188 | -62% | 5 | 188 | -33% | 2 | 85 | 84
Cn1c(=O)c2c(nc(NCc3cccnc3)n2Cc2cccc(C(F)(F)F)c2)n(C)c1=O | 29 | 132 | -1% | -29 | 132 | -8% | -11 | 79 | 90
CN(C)c1ccc(C(=O)C(O)c2ccccc2)cc1 (configuration not stated) | -3 | 175 | nt | 3 | 175 | nt | 27 | 95 | 68

Record cards (already shown). Order of values: NFkB transloc pot | NFkB transloc pot cell count 2 µM | PLAP inhibitors HTS | IL1B NFkB inh | IL1B NFkB inh cell count 2 µM | Bcl-B TR3 displacers | MRP resist rev | MRP resist rev cytotoxicity | MRP resist rev with doxorubicin
Listed for CN(C)c1ccc(C(=O)C(O)c2ccccc2)cc1 (configuration not stated) = -3 | 175 | nt | 3 | 175 | nt | 27 | 95 | 68
Listed for Cn1c(N2CCCCC2)cc(=O)n(C)c1=O = nt | nt | -2% | nt | nt | -14% | 3 | 93 | 90
Listed for CC(CCc1ccco1)NC(=O)c1cc2c(-c3ccccc3F)nn(C)c2s1 (configuration not stated) = -5 | 188 | -62% | 5 | 188 | -33% | 2 | 85 | 84

The list goes on.
SMILES | NFkB transloc pot | NFkB transloc pot cell count 2 µM | PLAP inhibitors HTS | IL1B NFkB inh | IL1B NFkB inh cell count 2 µM | Bcl-B TR3 displacers | MRP resist rev | MRP resist rev cytotoxicity | MRP resist rev with doxorubicin
COc1ccc(OC)c(NC(=O)C23CC4CC(C2)CC(n2cnc(Br)n2)(C4)C3)c1 | 30 | 191 | -64% | -30 | 191 | 1% | nt | nt | nt
CCCc1[nH]nc2c1C(c1ccncc1)C(C#N)=C(N)O2 (configuration not stated) | -2 | 146 | -19% | 2 | 146 | -4% | 8 | 92 | 84
Cc1nnc(SCCn2c(Br)nc3c2c(=O)n(C)c(=O)n3C)s1 | 5 | 169 | 1% | -5 | 169 | -1% | 114 | 193 | 79
CCCNCC1COc2ccccc2O1 (configuration not stated) | -24 | 175 | -8% | 24 | 175 | -1% | 12 | 107 | 95
Clc1ccc(/C=N/c2c(-c3ccc(Cl)cc3)nc3n2CCS3)cc1 | 5 | 137 | 10% | -5 | 137 | 6% | -29 | 53 | 82
O=C(CSc1nnc(-c2cccc(S(=O)(=O)N3CCCCC3)c2)o1)NCCC1=CCCCC1 | nt | nt | -11% | nt | nt | 3% | -8 | 61 | 69
C=CCn1c(SCC(=O)NCc2ccco2)nc2sc(C)c(C)c2c1=O | 12 | 135 | nt | -12 | 135 | nt | 20 | 94 | 74
C/C(=N\NC(=O)c1cccc(Br)c1)c1ccc(Br)cc1 | 26 | 158 | 2% | -26 | 158 | -1% | nt | nt | nt
O=C(NCCc1ccncc1)Nc1cccc(Cl)c1 | 10 | 58 | -7% | -10 | 58 | 6% | 10 | 106 | 96
COc1cc(S(=O)(=O)N2CCOCC2)ccc1NC(=O)c1cc2c(s1)CCC2 | nt | nt | -62% | nt | nt | 0% | -11 | 78 | 89
N#CC(=C1CCCC1)c1nc(-c2ccccc2O)cs1 | -4 | 137 | -8% | 4 | 137 | -8% | -31 | 29 | 60
CC1CCCC(NC(=O)CSc2nccn2C)C1C (configuration not stated) | 12 | 139 | 12% | -12 | 139 | -6% | 6 | 90 | 84
Cc1[nH]c(=O)[nH]c(=O)c1S(=O)(=O)N1CCOCC1 | nt | nt | 4% | nt | nt | 0% | 3 | 101 | 98
CC1CN(c2nc3ccccc3nc2C(C#N)C(=O)NCc2ccc3c(c2)OCO3)CC(C)O1 (configuration not stated) | 2 | 152 | -28% | -2 | 152 | 10% | 0 | 87 | 87
COC(=O)Nc1ccc(C)c(NC(=O)OC)c1 | 36 | 147 | -6% | -36 | 147 | -5% | -5 | 90 | 95
Cc1cccc(NC(=O)CCN2C(=O)C3C4C=CC(C4)C3C2=O)n1 (configuration not stated) | 11 | 117 | 4% | -11 | 117 | 0% | -3 | 88 | 91
CCOC(=O)Cn1c(C)c(Br)c(=O)c2cccc(C)c21 | -8 | 110 | -8% | 8 | 110 | -2% | 8 | 89 | 80
CCOc1ccccc1N(CC(=O)NC1CCCC1)C(=O)CCC(=O)Nc1cc(C)on1 | -4 | 200 | -67% | 4 | 200 | -7% | 5 | 83 | 78
COc1ccc(C(=O)Nn2c(SCc3ccc([N+](=O)[O-])cc3)nc3ccccc3c2=O)cc1 | 1 | 103 | -3% | -1 | 103 | 7% | nt | nt | nt
CC1CC(=O)NN=C1c1ccc(NCCO)c([N+](=O)[O-])c1 (configuration not stated) | 1 | 158 | 19% | -1 | 158 | -2% | nt | nt | nt
COCCn1nnnc1C(c1ccc(C)cc1)N1CCN(Cc2ccc3c(c2)OCO3)CC1 (configuration not stated) | nt | nt | -17% | nt | nt | 5% | 8 | 92 | 84
COc1ccc(NC(=O)CNS(=O)(=O)c2cccc3nonc23)c(OC)c1 | nt | nt | 12% | nt | nt | -2% | 4 | 88 | 84
Cc1nn2c(-n3ccnc3)c3c(nc2c1-c1ccccc1)CCC3 | 2 | 119 | -5% | -2 | 119 | -1% | 5 | 75 | 70
O=C1c2ccccc2NC(c2ccccc2)N1Cc1ccco1 (configuration not stated) | nt | nt | 14% | nt | nt | 3% | 3 | 84 | 80
CC(=O)c1cccc(OCC(=O)c2cc(C)n(-c3cc(C)on3)c2C)c1 | ? | nt | -41% | -58 | 170 | -28% | 2 | 78 | 76
O=C(CSc1ccc2nnc(-c3ccccc3)n2n1)NCC1CCCO1 (configuration not stated) | 3 | 183 | nt | -3 | 183 | nt | -28 | 51 | 79
Cc1ccc(C(=O)NCCCNCCCNC(=O)c2ccc(C)nc2)cn1 | 5 | 139 | nt | -5 | 139 | nt | 1 | 103 | 102
COc1ccc(OC)c(-c2[nH]nc3c2C(c2ccco2)C(C#N)=C(N)O3)c1 (configuration not stated) | -4 | 90 | -52% | 4 | 90 | -11% | 9 | 72 | 63
COc1ccc(C2=NO[C@@H]3C(=O)N(c4c(C)cccc4C)C(=O)[C@H]23)cc1OC | 8 | 143 | 1% | -8 | 143 | -6% | -12 | 90 | 103
Cc1ccc(C(=O)C(OC(=O)CCC(=O)Nc2cccc(C)c2)c2ccccc2)cc1 (configuration not stated) | 8 | 154 | 4% | -8 | 154 | 2% | nt | nt | nt
COc1ccc(-n2c(SCC(=O)Nc3sc4c(c3C#N)CCCC4)nnc2-c2ccccc2OC)cc1 | -2 | 78 | nt | 2 | 78 | nt | 20 | 92 | 72
CC(/C=N/NC(=O)c1cccc([N+](=O)[O-])c1)=C\c1ccccc1 | 9 | 142 | -8% | -8 | 142 | 9% | nt | nt | nt
CC(=O)NC1(c2ccccc2)CCN(Cc2nnnn2C(C)(C)C)CC1 | nt | nt | -16% | nt | nt | 1% | 10 | 97 | 87
COc1ccc(-c2nnnn2C)cc1S(=O)(=O)NCc1ccccc1 | 7 | 161 | 17% | -7 | 161 | -12% | 7 | 96 | 89
CS(=O)(=O)c1ccc2nc(NC(=O)CCC(=O)c3cccs3)sc2c1 | -4 | 105 | -1% | 4 | 105 | -15% | -21 | 40 | 61
CCOC(=O)N1CCN(S(=O)(=O)c2ccc(OCC(=O)OC)cc2)CC1 | -7 | 100 | 8% | 7 | 100 | -5% | -12 | 90 | 102
Cn1c(=O)c2c(nc(CN3CCN(c4ccc(F)cc4)CC3)n2Cc2ccccc2F)n(C)c1=O | nt | nt | -44% | nt | nt | 12% | 46 | 74 | 29
Cc1ccnc2nc(C(=O)Nc3ccc4c(c3)OCO4)nn12 | -4 | 146 | 10% | 4 | 146 | 12% | nt | nt | nt
COc1ccccc1CNC(=O)C1CCCN(S(=O)(=O)c2cccc3cccnc23)C1 (configuration not stated) | 5 | 48 | -7% | -5 | 48 | -3% | -4 | 104 | 108
Cc1ccc(CN2CCC(c3nc4ccc(Cl)cc4[nH]3)CC2)cc1 | -34 | 131 | -61% | 34* | 131* | -8% | nt | nt | nt
Fc1ccc(-c2nnn(Cc3nc4ccccc4s3)n2)cc1 | 11 | 218 | 7% | -11 | 218 | -20% | 4 | 95 | 90
CCn1c(C)c(C(C)=O)c(N2CCN(c3cccc(Cl)c3)CC2)nc1=S | -13 | 139 | -53% | 13 | 139 | 8% | 8 | 88 | 81
Cc1nnc(SCC(=O)Nc2ccccc2)n1CCc1ccccc1 | 21 | 203 | 18% | -21 | 203 | 6% | 11 | 97 | 86
CCOC(=O)C1CCCN(C(=O)C2c3ccccc3Oc3ccccc32)C1 (configuration not stated) | 1 | 130 | -38% | -1 | 130 | 8% | 5 | 88 | 83
COc1ccc(C(=O)ON=C2CCN(c3ccc([N+](=O)[O-])cc3)CC2)cc1 | 6 | 111 | 26% | -6 | 111 | -44% | nt | nt | nt
O=C1CC(NCc2ccncc2)C(=O)N1c1ccccc1 (configuration not stated) | -5 | 197 | -18% | 5 | 197 | -6% | 25 | 94 | 70
Cc1ccc(-c2n[nH]c(=O)c3ccccc23)cc1S(=O)(=O)NCCO | 12 | 52 | 4% | -12 | 52 | 0% | 15 | 93 | 77
Cc1nc2ccccc2cc1OCc1ccc(Cl)cc1 | nt | nt | -10% | nt | nt | 0% | nt | nt | nt
O=C(Nc1ccc(NC(=O)c2cccs2)cc1)c1ccc(Br)o1 | 0 | 85 | 12% | 0 | 85 | -9% | -25 | 60 | 85
O=C(Nc1nc(-c2cccs2)cs1)c1cccc(S(=O)(=O)N2CCCCC2)c1 | -11 | 168 | 13% | 11 | 168 | -9% | 9 | 65 | 56

The list continues.
SMILES | NFkB transloc pot | NFkB transloc pot cell count 2 µM | PLAP inhibitors HTS | IL1B NFkB inh | IL1B NFkB inh cell count 2 µM | Bcl-B TR3 displacers | MRP resist rev | MRP resist rev cytotoxicity | MRP resist rev with doxorubicin
Cc1ccc2[nH]c3c(=O)n(CCc4cnc[nH]4)cnc3c2c1 | 4 | 169 | -42% | -4 | 169 | 0% | -1 | 90 | 91
CCN(CC)c1nc(N2CCOCC2)c(C#N)c2c1CN(C)CC2 | 7 | 101 | -32% | -7 | 101 | 0% | -8 | 78 | 86
O=C(CCC(=O)NC1CCN(Cc2ccccc2)CC1)NCc1ccco1 | nt | nt | -12% | nt | nt | 11% | 9 | 87 | 77
Cc1ccc(O)c(NC(=O)CCC2CCCCC2)c1 | -4 | 110 | -13% | 4 | 110 | 0% | -14 | 27 | 41
O=c1c(C(c2ccc(O)cc2)c2c(O)nc3n(c2=O)CCCS3)c(O)nc2n1CCCS2 | 5 | 176 | 11% | -5 | 176 | 20% | nt | nt | nt
CCOc1ccc(-c2[nH]ncc2Oc2ccccc2OC)c(O)c1 | 9 | 113 | -244% | -9 | 113 | -26% | -7 | 46 | 53
Cc1cc(OCC(=O)C(C)(C)C)c2c(C)c(C)c(=O)oc2c1 | 9 | 88 | 4% | -9 | 88 | -12% | 10 | 42 | 32
CCN1CCCC1CNCc1ccccc1OCc1ccc(F)cc1 (configuration not stated) | 6 | 153 | -66% | -6 | 153 | -7% | nt | nt | nt

This is a subset; the hit share may differ from the screen's.
